SENP8 block-1: human SENP8 protease inhibitors, primary screen, biochemical, fluorescence, Nedd8 protein substrate, uHTS | Sentrin-specific protease 8 (Homo sapiens), Q96LD8 | actives 0.64% (n = 360,000) | AID 602440, 2012 | inhibition, % at 20 µM | recombinant SENP8; in the data active means inhibition mostly above about 40%, no sharp cut-off; inactive means mostly below about 27%
Target sequence (Q96LD8 whole entry, looked up): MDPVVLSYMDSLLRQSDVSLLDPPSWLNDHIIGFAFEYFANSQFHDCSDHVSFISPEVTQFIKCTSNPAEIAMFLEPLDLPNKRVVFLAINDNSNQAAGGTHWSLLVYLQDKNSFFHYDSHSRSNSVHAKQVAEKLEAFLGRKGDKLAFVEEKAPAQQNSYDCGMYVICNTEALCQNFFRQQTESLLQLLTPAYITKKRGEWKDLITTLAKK
HKDC1 inhibitor: HKDC1 hexokinase inhibitors, primary screen, biochemical, fluorescence, uHTS; recombinant HKDC1, G6PDH/diaphorase resazurin coupled fluorescence; inhibition, % at 20 µM; actives 0.16% (n = 340,000); AID 493160, 2011;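 active means inhibition above about 35% when tested at 20 µM, limit read from the data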;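 further: plate controls were DMSO wells with enzyme for no effect and DMSO wells lacking enzyme for full effect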
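Material: recombinant HKDC1 hexokinase; Amount: HKDC1 at 5 µg/mL; Medium: Tris pH 8.0 buffer with MgCl2, Tween-20, BSA, BME; Schedule: 90 min reaction incubation at room temperature, dark; Technique: coupled resazurin fluorescence, excitation 525 nm, emission 613 nm.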
NLRP3 yeast inh: NALP3 inflammasome inhibitors in reconstituted yeast, primary screen, luminescence, uHTS. inhibition, % at 10 µM. actives 0.39% (n = 330,000). Yeast reconstituted NLRP3/ASC/caspase-1, beta-gal luminescence, 24 h;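 active means inhibition of 50% or more; inactive means inhibition below 50%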;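 further: plate controls were induced DMSO wells for no effect and uninduced yeast grown without galactose for full effect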
SENP6 inh: SENP6 protease inhibitors, primary screen, biochemical, luminescence, uHTS. Sentrin-specific protease 6 (Homo sapiens), Q9GZR1. Recombinant SENP6 catalytic domain, aminoluciferin luminescence. inhibition, % at 10 µM. actives 1.8% (n = 330,000);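 active means inhibition above about 50% at the single tested dose, limit read from the data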;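 further: plate controls were DMSO wells with enzyme for no effect and DMSO wells lacking enzyme for full effect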
Target sequence (Q9GZR1 628-1112 limits assumed): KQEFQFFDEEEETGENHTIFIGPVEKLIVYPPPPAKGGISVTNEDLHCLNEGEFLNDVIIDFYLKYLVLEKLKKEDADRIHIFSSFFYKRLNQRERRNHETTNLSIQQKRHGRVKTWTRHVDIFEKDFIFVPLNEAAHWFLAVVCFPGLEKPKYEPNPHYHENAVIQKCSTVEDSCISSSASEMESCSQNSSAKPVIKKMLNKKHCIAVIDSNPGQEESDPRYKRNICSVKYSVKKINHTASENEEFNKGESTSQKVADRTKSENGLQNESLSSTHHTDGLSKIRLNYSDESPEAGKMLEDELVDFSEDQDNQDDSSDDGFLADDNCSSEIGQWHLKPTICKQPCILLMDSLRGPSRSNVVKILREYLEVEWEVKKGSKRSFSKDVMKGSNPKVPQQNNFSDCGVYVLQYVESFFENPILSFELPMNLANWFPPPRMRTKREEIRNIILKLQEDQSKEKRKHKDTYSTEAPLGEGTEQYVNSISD
SENP8 block-2: SENP8 protease inhibitors, primary screen, biochemical, luminescence; Sentrin-specific protease 8 (Homo sapiens), Q96LD8; purified SENP8, Z-RLRGG-aminoluciferin cleavage; inhibition, % at 10 µM; actives 1.2% (n = 330,000); AID 2540, 2010; in the data active means inhibition above about 50%
SENP7 inh: SENP7 protease inhibitors, primary screen, biochemical, luminescence, uHTS | AID 434973, 2010 | Sentrin-specific protease 7 (Homo sapiens), Q9BQF6 | inhibition, % at 5 µM | actives 1.5% (n = 330,000) | recombinant SENP7, Z-RLRGG-aminoluciferin luminescence, 40 min;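 active means inhibition above about 50% at the single test dose, limit read from the data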;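 further: plate controls were DMSO with enzyme for no effect and no enzyme buffer wells for full effect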
Target sequence (Q9BQF6 706-1050 limits assumed): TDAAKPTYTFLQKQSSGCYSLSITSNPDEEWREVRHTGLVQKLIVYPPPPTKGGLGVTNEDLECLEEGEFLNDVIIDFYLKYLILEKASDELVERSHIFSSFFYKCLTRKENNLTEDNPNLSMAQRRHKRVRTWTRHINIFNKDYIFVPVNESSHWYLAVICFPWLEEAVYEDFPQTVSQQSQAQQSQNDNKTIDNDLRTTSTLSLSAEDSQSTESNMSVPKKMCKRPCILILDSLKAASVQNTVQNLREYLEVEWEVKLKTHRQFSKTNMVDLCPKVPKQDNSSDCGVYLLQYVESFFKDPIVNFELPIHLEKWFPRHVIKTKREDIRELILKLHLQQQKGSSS
SENP1 inh: human SENP1 catalytic domain inhibitors, primary screen, biochemical, FRET, uHTS; Sentrin-specific protease 1 (Homo sapiens), Q9P0U3; recombinant SENP1 catalytic domain, CyPet-SUMO1-YPet FRET cleavage; inhibition, % at 10 µM; actives 0.21% (n = 360,000);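 active means inhibition at least 30% at 10 µM, raw YFP signal under a set limit, fluorescence ratio 0.5 to 1.5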;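 further: 0% = enzyme with DMSO and 100% = no enzyme wells; some results filed as inactive read as strong as hits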
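Test system: human SENP1 catalytic domain; medium: Tris pH 8 buffer plus EDTA, NaCl, BME, BSA, NP40, catalase; incubation: 50 min reaction at room temperature; technique: FRET, CFP and YFP emission; controls: no-enzyme low control and enzyme-plus-DMSO high control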
Apaf-1 inh: inhibitors of human Apaf-1 apoptosome, primary screen, biochemical, DEVD-Rh110 fluorescence, uHTS; actives 0.71% (n = 330,000); Apoptotic protease-activating factor 1 (Homo sapiens), O14727; inhibition, % at 20 µM; reconstituted apoptosome caspase-3 activity; active means inhibition of at least 40% at 20 µM;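 further: plate controls were DMSO wells for no effect and DEVD-CHO caspase inhibitor wells for full effect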
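System – cell-free apoptosome with Apaf-1, procaspase-3 and caspase-9 · Buffer or medium – pH 7.5 Hepes buffer with CHAPS, BSA, DTT · Also added – cytochrome c with DEVD-Rh110 · Times – 30 min compound preincubation, 50 min activation, room temperature · Technique – Rh110 fluorescence intensity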
PfG6PD inh: PfG6PD enzyme inhibitors, primary screen, biochemical, fluorescence intensity, uHTS; glucose-6-phosphate dehydrogenase-6-phosphogluconolactonase (Plasmodium falciparum 3D7); PfGluPho enzyme, NADPH resazurin-diaphorase fluorescence; inhibition, % at 20 µM; actives 0.78% (n = 350,000);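 active means inhibition reaching at least a set limit at 20 µM in the primary screen, cut at about 59% in these data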;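 further: 0% = DMSO wells with substrate and 100% = DMSO wells lacking glucose-6-phosphate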
* hit, by the source's call; i = inactive; x = not tested or not shown. Rows are unselected; any-hit rate near 4.1%.

SMILES | SENP8 block-1 | HKDC1 inhibitor | NLRP3 yeast inh | SENP6 inh | SENP8 block-2 | SENP7 inh | SENP1 inh | Apaf-1 inh | PfG6PD inh
O=C(NCc1ccc2c(c1)OCO2)c1ccc(S(=O)(=O)N2CCOCC2)cc1 | 10 | -5 | 14 | -15 | 8 | -1 | 2 | -9 | 4
COc1ccc(-n2c(=O)[nH]c3c(C(N)=O)nc(C4CCCCC4)nc32)cc1 | -34 | -2 | 14 | 8 | 7 | 4 | 3 | 18 | -1
CC(=O)Nc1ccc(S(=O)(=O)N2CCC(C(=O)NCCC(=O)Nc3nccs3)CC2)cc1 | -2 | -3 | -4 | -1 | -1 | 3 | 3 | -6 | 10
O=C(Nc1ccccc1)C1=C(O)CC(c2ccco2)CC1=Nc1ccccc1 (stereo unspecified) | 22 | 7 | 9 | -6 | 4 | 9 | 0 | 13 | -2
CCN1C=C(Cc2cccs2)C2=C(C1)C(c1cccs1)C(C#N)=C(N)O2 (stereo unspecified) | -36 | 4 | 21 | -1 | 5 | 2 | 2 | 18 | 7
CCN(CC)CCC(c1ccc2c(c1)OCO2)c1c(OC)cc(OC)c2ccc(=O)oc12 (stereo unspecified) | -209 | 2 | 24 | 1 | 11 | 0 | -3 | -6 | -11
Cc1ccc(-c2n[nH]c(=S)n2/N=C/c2cccn2C)cc1 | 16 | -5 | 25 | -2 | -3 | 11 | 1 | 2 | 41
Cc1c(C(=O)Nc2ccccc2)csc1-c1ccccc1 | 22 | -7 | 20 | 57* | 60* | 95* | 3 | 1 | 7
CN(C)C=Nc1ncc2c([nH]c3ccccc32)c1C#N | i | 4 | 9 | -6 | 4 | 0 | -1 | -1 | 20
C=CCOC(=O)C1=C(C)NC(C)=C(C(=O)OCC=C)C1c1ccco1 | -173 | 4 | 4 | -31 | -8 | -13 | -2 | 17 | -6
Cc1ccccc1-n1c(C)c(C#N)c(=O)c(-[n+]2ccccc2)c1[S-] | 3 | -16 | 6 | 1 | 1 | 0 | -7 | -6 | 18
C=CCOc1cccc(C2C(C(=O)c3cccs3)=C(O)C(=O)N2Cc2cccnc2)c1 (stereo unspecified) | 14 | 2 | 8 | 1 | 7 | 3 | 2 | -21 | -21
O=C(O)C1CCN(c2ccc(Cl)nn2)CC1 | -10 | -7 | 7 | -3 | -5 | 3 | 1 | -1 | -1
CCN1CCN(C(=O)/C(=C/c2cccs2)NC(=O)c2ccc(C)c(C)c2)CC1 | 3 | -5 | 5 | -17 | -5 | 5 | 0 | -15 | -17
CC1Sc2ccc(S(=O)(=O)CCC(=O)N3CCCCC3)cc2NC1=O (stereo unspecified) | 14 | -2 | 18 | 5 | -10 | 4 | 2 | 3 | -14
Cc1cc(CN2CCCC(CNC(=O)c3ccc(F)cc3)C2)cc(C)c1O (stereo unspecified) | 2 | -2 | 19 | -2 | -3 | 1 | 4 | -4 | -14
O=C(Nc1ccc(F)c(Cl)c1)C1CCCN(c2cnccn2)C1 (stereo unspecified) | -389 | 1 | 12 | 9 | -4 | -2 | -1 | -5 | 29
O=C(COc1ccc(-n2cnnn2)cc1)Nc1ccc(Br)cc1F | 6 | -2 | 14 | -11 | -3 | 4 | 2 | -3 | 3
CC(NC(=O)c1cc2ccccc2oc1=O)c1ccccc1 (stereo unspecified) | -123 | -4 | 30 | 17 | -1 | -2 | 0 | 9 | -3
CCOC(=O)c1c(C)c(C(=O)NC2CCCCC2)c(C)n1CC | 14 | -7 | x | x | x | x | 3 | x | 9
CC(=O)Cn1nnc2sc3c(c2c1=O)CCC(C(C)(C)C)C3 (stereo unspecified) | 12 | -7 | 13 | 4 | -1 | -1 | -3 | 15 | 4
COc1ccc(N=Nc2nc3ccc(Br)cc3n2C)cc1 | 64* | 0 | x | x | x | x | 57 | x | 19
CCc1cccc(C)c1NC(=S)NCc1cccn1C | 6 | -7 | 11 | -8 | -5 | 13 | 0 | 10 | 20
CCN(CC)CCN(C(=O)C1=COCCO1)c1nc2ccc(C)cc2s1 | 4 | -2 | 9 | 5 | 3 | 1 | 0 | 7 | -7
Cc1nc2cc(C(=O)N3CCN(C)CC3)ccc2n1C | -4 | -4 | 4 | 9 | -2 | -1 | -3 | -5 | 5
Remaining list, next part:
SMILES | SENP8 block-1 | HKDC1 inhibitor | NLRP3 yeast inh | SENP6 inh | SENP8 block-2 | SENP7 inh | SENP1 inh | Apaf-1 inh | PfG6PD inh
O=C(NNc1ncnc2c1cnn2-c1ccccc1)c1cccs1 | -26 | 1 | -14 | -3 | -10 | -7 | -10 | 2 | 18
COc1ccc(NC(=O)C(CC(=O)O)Cc2ccc(Cl)cc2)cc1 (stereo unspecified) | 7 | 0 | 1 | -15 | -2 | -10 | 1 | 1 | -9
Cn1c([N+](=O)[O-])cnc1N1CCN(c2nncs2)C1=O | 24 | -4 | 9 | 2 | -2 | 0 | 0 | 4 | -10
O=C(CN(CC1CCCO1)C(=O)CCC(=O)Nc1ccccn1)NCC1CCCO1 (stereo unspecified) | 18 | -5 | 5 | -1 | -10 | 11 | 1 | -5 | -3
COc1ccc(-n2c(=O)c(CCC(=O)N3CCC(C)CC3)nc3ccccc32)cc1 | -59 | 19 | 12 | -12 | -3 | 2 | -2 | 6 | 16
COc1cc(/C=C/C(=O)O)cc(S(=O)(=O)Nc2ccccc2C(=O)NCCc2ccccc2)c1OC | -9 | -1 | 19 | -16 | 1 | 5 | 2 | 4 | -30
COC(=O)c1ccc(C(=O)OC)c(NC(=O)/C=C/C(=O)O)c1 | -426 | -5 | 4 | -23 | -4 | 2 | -37 | -16 | -17
O=C1C(=C(I)I)c2ccccc2-c2ccccc21 | 40* | 61* | x | x | x | x | -3 | x | 104*
CCc1noc(C)c1C(=O)N1CCCC(C(=O)c2cc(F)ccc2F)C1 (stereo unspecified) | 2 | -7 | 17 | -2 | -7 | 6 | 0 | -1 | -7
CCn1cc(CN2CCC(n3nccc3NC(=O)CCCc3ccccc3)CC2)c(C)n1 | 6 | 5 | 3 | -3 | -3 | -2 | -3 | -7 | 0
Nc1nc2ccccc2n1/N=C/c1cccnc1 | 27 | -5 | 8 | -11 | -9 | 2 | -1 | -11 | 19
COc1ccc(-c2sc3cc(OC)c(OC)cc3c2C#CC2(O)CCCCC2)cc1 | i | 7 | 7 | -4 | -12 | -6 | -1 | 22 | 18
CCCSCCCNC(=O)CC1Oc2ccccc2NC1=O (stereo unspecified) | 8 | -6 | -1 | -6 | -18 | -11 | 12 | 0 | -3
NC(=O)c1ccsc1NC(=O)c1nc(-c2ccccc2)n(-c2ccccc2)n1 | -114 | 9 | 8 | -1 | 4 | 6 | -5 | 21 | -6
COc1ccccc1CN(C)C(=O)c1ccc(S(=O)(=O)NCc2ccco2)cc1 | -4 | -7 | 14 | -11 | -4 | -2 | 5 | -3 | -9
O=C(O)c1ccccc1C(=O)Nc1ccc(S(=O)(=O)N2CCCC2)cc1 | 7 | -1 | 8 | -29 | 3 | 7 | 1 | -3 | -19
COc1ccc(CC(=O)O/N=C(\N)Cc2cccc3ccccc23)cc1 | 21 | -10 | 12 | -3 | -13 | 13 | 12 | 12 | 5
O=C(COC(=O)C1CCN(S(=O)(=O)c2cccs2)CC1)Nc1ccccc1Br | 5 | 1 | 10 | 24 | -2 | 2 | 0 | 6 | 7
Cc1ccc(C(=O)NNC(=O)c2ccc(C)cc2)cc1 | 12 | -2 | 9 | 4 | -3 | 0 | 0 | -4 | -1
COc1ccc(-n2nc(C(=O)NCC(=O)NCCc3ccc(OC)c(OC)c3)c3ccccc3c2=O)cc1 | -141 | 2 | 12 | -11 | 0 | -5 | 1 | -4 | -18
CNC(=O)CN(Cc1ccccc1)S(=O)(=O)c1ccc(Cl)cc1 | 1 | -1 | 17 | 14 | -9 | -1 | 2 | -14 | 1
C#Cc1ccc([C@@H]2C=C(C(=O)NC3CC3)O[C@H](OCc3ccc(CO)cc3)C2)cc1 | -44 | -1 | 5 | -11 | 4 | -7 | -2 | 1 | 2
Cc1nn(-c2ccccc2)c(Cl)c1/C=N/NC(=O)CNc1n[nH]c(=O)[nH]c1=O | x | x | -6 | -5 | -1 | 4 | x | 2 | x
COc1cc(OC)cc(-c2cc3nc(C)c(CCC(=O)O)c(C)n3n2)c1 | -382 | -1 | x | x | x | x | 0 | x | -11
S=C(NC1CCCCC1)N1CCc2[nH]c3ccccc3c2C1 | 16 | -2 | 19 | -28 | 6 | -4 | -3 | -5 | 8

The last 6 records of the part above open the next one.
SMILES | SENP8 block-1 | HKDC1 inhibitor | NLRP3 yeast inh | SENP6 inh | SENP8 block-2 | SENP7 inh | SENP1 inh | Apaf-1 inh | PfG6PD inh
COc1ccc(-n2nc(C(=O)NCC(=O)NCCc3ccc(OC)c(OC)c3)c3ccccc3c2=O)cc1 | -141 | 2 | 12 | -11 | 0 | -5 | 1 | -4 | -18
CNC(=O)CN(Cc1ccccc1)S(=O)(=O)c1ccc(Cl)cc1 | 1 | -1 | 17 | 14 | -9 | -1 | 2 | -14 | 1
C#Cc1ccc([C@@H]2C=C(C(=O)NC3CC3)O[C@H](OCc3ccc(CO)cc3)C2)cc1 | -44 | -1 | 5 | -11 | 4 | -7 | -2 | 1 | 2
Cc1nn(-c2ccccc2)c(Cl)c1/C=N/NC(=O)CNc1n[nH]c(=O)[nH]c1=O | x | x | -6 | -5 | -1 | 4 | x | 2 | x
COc1cc(OC)cc(-c2cc3nc(C)c(CCC(=O)O)c(C)n3n2)c1 | -382 | -1 | x | x | x | x | 0 | x | -11
S=C(NC1CCCCC1)N1CCc2[nH]c3ccccc3c2C1 | 16 | -2 | 19 | -28 | 6 | -4 | -3 | -5 | 8
CCS(=O)(=O)N1CCN(Cc2nc3ccccc3c(=O)[nH]2)CC1 | 18 | -7 | 11 | -10 | 0 | 3 | -1 | -7 | -4
O=C(NN=C1CCCC1)c1cccc(O)c1 | 15 | -7 | 10 | -6 | 6 | -2 | 2 | 1 | -7
Cc1nn(CC(=O)NC2CCCCC2)c(=O)c2cccn12 | 0 | -1 | 5 | 9 | 3 | 2 | 0 | -7 | 11
COc1cc(C2CC(=O)Oc3cc(OC)c(OC)c(OC)c32)cc(OC)c1OC (stereo unspecified) | 6 | 11 | x | x | x | 8 | -2 | 6 | 14
COc1ccc(Cc2nc(-c3ccccc3)no2)cc1 | 6 | -5 | 16 | 7 | -8 | 5 | 3 | -10 | 11
CC1CCCCN1C(=O)c1ccccc1NC(=O)c1ccco1 (stereo unspecified) | -2 | -6 | -2 | 2 | 4 | 2 | -3 | -7 | -10

From PubChem BioAssay
